# Source: PubChem (several laboratories)
# KLF5 inh: suppresses KLF5 promoter-driven expression; DLD-1 KLF5 promoter-luciferase reporter, luminescence; inhibition, % at 5 µM; 0.23% of 290,000 active; AID 1700;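 active = inhibition above a per-plate limit of that plate's mean compound inhibition plus 3 SD, cut at about 60% in these data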;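 note: 0% = DMSO wells and 100% = LY294002 at 200 µM; higher means less KLF5 promoter-driven luciferase light; inactives centre near -14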
# SKKanGAS inh: blocks kanamycin growth of S. pyogenes SKKanGAS strain; inhibition, % at 7.5 µM; 1.3% of 300,000 active; AID 1662; BacTiter-Glo, 6 h;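 active = mean replicate score, as percent of positive control median, at least 50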;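 note: strain carries kanamycin resistance gene driven by streptokinase promoter and grows in 40 µg/ml kanamycin; loss of luminescence reflects streptokinase promoter inhibition or plain growth inhibition; 0% = median of DMSO wells and 100% = positive control at its reference dose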
# TRPC4 agonist: TRPC4 (mouse) channel activation; B-score at 10 µM; Q9QUQ5; 0.49% of 310,000 active; HEK293 TRPC4beta/mu-opioid, Fluo4 calcium fluorescence; stronger effect = higher value;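 active = B-score above 5 SD of library B-scores, and initial fluorescence ratio not above library mean plus 5 SD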;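 note: positive B-score marks a calcium rise read as TRPC4 activation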
# Target sequence (Q9QUQ5 whole entry, looked up): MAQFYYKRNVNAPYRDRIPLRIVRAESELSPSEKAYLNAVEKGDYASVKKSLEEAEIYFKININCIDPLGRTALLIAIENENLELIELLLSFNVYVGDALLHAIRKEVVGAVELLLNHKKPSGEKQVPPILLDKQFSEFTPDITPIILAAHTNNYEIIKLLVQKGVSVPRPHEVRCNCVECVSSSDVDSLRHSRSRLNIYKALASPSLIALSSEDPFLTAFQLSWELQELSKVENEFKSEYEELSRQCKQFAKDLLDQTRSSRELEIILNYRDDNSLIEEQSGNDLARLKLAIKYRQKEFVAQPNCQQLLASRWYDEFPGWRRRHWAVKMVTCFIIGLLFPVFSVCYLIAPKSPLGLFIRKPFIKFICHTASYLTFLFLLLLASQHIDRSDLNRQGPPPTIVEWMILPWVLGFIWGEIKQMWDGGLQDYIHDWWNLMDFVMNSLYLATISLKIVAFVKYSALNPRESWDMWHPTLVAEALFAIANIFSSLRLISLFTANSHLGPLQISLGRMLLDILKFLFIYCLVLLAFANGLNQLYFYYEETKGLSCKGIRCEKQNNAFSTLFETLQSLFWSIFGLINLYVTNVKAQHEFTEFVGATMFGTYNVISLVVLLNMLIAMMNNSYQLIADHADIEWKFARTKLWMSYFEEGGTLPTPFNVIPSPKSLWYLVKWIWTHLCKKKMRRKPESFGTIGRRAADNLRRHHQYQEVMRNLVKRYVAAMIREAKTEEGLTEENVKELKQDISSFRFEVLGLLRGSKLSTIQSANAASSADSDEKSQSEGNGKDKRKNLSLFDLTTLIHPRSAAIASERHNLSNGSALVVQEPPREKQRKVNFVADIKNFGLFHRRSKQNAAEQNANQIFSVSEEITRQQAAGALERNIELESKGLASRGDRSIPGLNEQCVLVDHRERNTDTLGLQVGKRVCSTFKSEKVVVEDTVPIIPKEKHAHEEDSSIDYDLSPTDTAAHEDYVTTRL
#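 system = HEK293 cells stably co-expressing mouse TRPC4beta and mu-opioid receptor | schedule = Fluo4 dye loading 45 min at room temperature, 110 s recording | measure = B-scored integrated calcium fluorescence ratio | signal = Fluo4 calcium-sensitive dye fluorescence, kinetic, 1 Hz baseline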
# TRPC4 PAM: TRPC4 (mouse) allosteric potentiation; Q9QUQ5; HEK293 TRPC4beta/mu-opioid, DAMGO EC20, Fluo-4 Ca2+ flux; stronger effect = higher value; B-score at 10 µM; 0.42% of 310,000 active;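 active = B-score of calcium response area above 5 SD of library B-scores, with initial fluorescence ratio within 5 SD of library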;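 note: B-score of integrated fluorescence ratio over time as area under calcium response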
# aSyn UTR inh: 5' untranslated region of α-synuclein, MLPCN primary screen; alpha-synuclein 5'UTR reporter, inhibitor activity; inhibition, % (tested at 7.5 µM); 0.82% of 300,000 active; AID 1813; in the data active = inhibition above about 60%;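 note: H4 neuroglioblastoma cells stably carrying SNCA 5'UTR luciferase fusion; 0% = DMSO wells and 100% = positive control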
# IEC-6 cytotox: counter-screen for KLF5 inhibitors: cytotoxicity in IEC-6 cells. IEC-6 cytotoxicity, luminescence viability. inhibition, % at 5 µM. 0.78% of 290,000 active. AID 1825; in the data active = inhibition above about 22%;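 note: 0% = plate median of test compound wells and 100% = cytotoxic reference compound wells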
# TRPC4 block: TRPC4 (mouse) channel inhibition; Q9QUQ5; HEK293 TRPC4beta/mu-opioid, DAMGO-evoked Fluo4 calcium flux; stronger effect = lower value; B-score at 10 µM; 0.39% of 300,000 active;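 active = B-score over 3 SD under the library average, no early fluorescence shift, positive overall ratio signal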
#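 Material: HEK293 cells with stable TRPC4beta plus mu-opioid receptor expression / Probe or stimulus: DAMGO in two steps, submaximal then maximal / Compound: single concentration per test compound / Technique: kinetic Fluo4 fluorescence imaging of calcium influx / Read-out: per-well B score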
# TRPC6 inhibitor: mouse TRPC6 channel inhibition; Q61143; HEK293-TRPC6, membrane potential dye, ACh-evoked depolarization; stronger effect = lower value; B-score at 10 µM; 1.1% of 310,000 active;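 active = B-score under library mean minus 3 SD, initial fluorescence not abnormally high, positive integrated signal ratio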;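 note: B-score derived from integrated fluorescence ratio over the kinetic read; more negative B-score means stronger inhibition of depolarization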
# TRPC6 act: mouse TRPC6 channel activation; Q61143; HEK293-TRPC6 membrane potential dye fluorescence; stronger effect = higher value; B-score at 10 µM; 0.13% of 310,000 active;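 active = B-score of the integrated fluorescence ratio above library mean plus 3 SD, and starting fluorescence ratio within library mean plus 5 SD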;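 note: higher score means more depolarization so channel activation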
# MrgX1 antagonist: antagonists of human MrgX1 receptor | MRGX1-HEK293 calcium flux, Fluo-4, BAM8-22 antagonism; stronger effect = lower value | B-score at 10 µM | 1.3% of 310,000 active | AID 588676;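 active = calcium-response B-score plate-corrected more than 3 library SD below zero, starting fluorescence within 5 deviations, no agonist response on first addition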;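 note: peak minus trough fluorescence over baseline after final BAM8-22 challenge near maximal dose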
# HIF activator: HIF pathway transcriptional activation | activation, % at 7.5 µM (by protocol) | AID 1910 | 0.32% of 300,000 active | U2OS HRE-luciferase reporter, luminescence; normalized: DMSO 0%, desferrioxamine 100%;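 active = mean activation of at least 10% of the iron chelator positive control signal, with at least half of replicates also reaching 10%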
# * marks the source's active call; other numbers are inactive results; i = inactive; . = no result given.
SMILES,KLF5 inh,SKKanGAS inh,TRPC4 agonist,TRPC4 PAM,aSyn UTR inh,IEC-6 cytotox,TRPC4 block,TRPC6 inhibitor,TRPC6 act,MrgX1 antagonist,HIF activator
Cc1ccc(CCNC(=O)c2nc(CS(=O)(=O)c3ccc(Cl)cc3)no2)cc1,-18,-2,i,i,22,4,i,i,i,i,0.3
CCN(CC)C(=O)c1ccc(C(=O)c2c(C)cc(C)cc2C)cc1,-22,6,i,i,1,1,i,i,i,i,-0.4
NC(=O)NC(=O)COC(=O)CN1C(=O)C2CCCCC2C1=O (stereo unspecified),-9,-2,i,i,-4,-5,i,i,i,i,-0.1
O=C(Cc1ccccc1)Nc1ccc2oc(=O)ccc2c1,-57,-8,i,i,-2,-7,i,i,i,i,-0.3
CCC1CCCCN1CCN1C(=O)C2C(C(=O)Nc3ccc(OC)cc3)C3C=CC2(O3)C1C(=O)NC1CCCCC1 (stereo unspecified),-16,-3,i,i,-16,-4,-6*,i,i,i,-1.8
COc1cc(C(=O)N2CCN(C(=O)c3ccco3)CC2)c([N+](=O)[O-])cc1OC,-5,1,i,i,9,-2,i,i,i,i,-0.1
COC(=O)c1ccc(C(=O)OC)c(NC2=NS(=O)(=O)c3ccccc32)c1,-15,0,i,i,-13,10,i,i,i,i,-0.1
O=C(N/N=C/c1cccnc1)c1ccco1,-83,-9,i,i,-1,-3,i,i,i,i,0.0
OCCN1CCOCCN(CCO)CCOCC1,1,6,i,i,7,3,i,i,i,i,-0.2
Cc1[nH]c2ccccc2c1SCC(=O)Nc1nccs1,-52,-6,i,i,-37,1,i,i,i,i,3.0
[O-][n+]1onc2c1C(N1CCOCC1)CCC2N1CCOCC1 (stereo unspecified),-30,-1,i,i,8,-5,i,i,i,i,0.1
Cc1cc(C(F)F)n2nc(C(=O)Nc3ccccc3F)nc2n1,-10,8,i,i,6,5,i,i,i,i,0.1
CC(=O)N1CCN(C(=O)c2ccc(NS(=O)(=O)c3ccc4[nH]c(=O)[nH]c4c3)cc2)CC1,.,1,i,i,-9,.,i,i,i,i,-0.1
O=C(O)CCC(=O)NNC(=O)CCCOc1ccc(Cl)cc1Cl,-12,-4,i,i,6,0,i,i,i,i,-0.5
O=C(NCCc1ccccc1)C(=O)NC1CCCCC1,-26,0,i,i,-105,-5,i,i,i,i,0.4
COc1ccccc1NC(=O)C(C)N(C)CCOc1ccccc1 (stereo unspecified),-20,-12,i,i,-1,-9,i,i,i,i,-0.8
Cc1ccc(NC(=S)NNC(=O)Cn2nc(C(F)F)cc2C(F)F)cc1,-29,-2,i,i,-25,-2,i,i,i,i,-0.3
COC(=O)CCCC(=O)Nc1c(F)c(F)c(F)c(F)c1F,-18,3,i,i,7,-10,i,i,i,i,-0.3
COc1ccc(N2CCN(C3CCCN(C(=O)CN4CCCCC4=O)C3)CC2)cc1 (stereo unspecified),-34,8,i,i,5,-3,i,i,i,i,0.0
CCOC(=O)C1=C(COC(=O)/C=C/c2ccccc2F)NC(=O)NC1C (stereo unspecified),.,2,i,i,-21,.,i,i,i,i,-0.2
COc1cc(S(=O)(=O)Nc2ccc(C)cc2)ccc1N=Cc1c(C)[nH]n(-c2ccccc2)c1=O,-8,22,i,i,8,4,i,i,i,i,-0.6
NCCSc1c(-c2ccccc2)[nH]c2ccccc12,-7,-3,i,i,-22,4,i,-5.3*,i,i,-0.8
CCCn1c(N2CCN(S(=O)(=O)Cc3ccccc3)CC2)nc2ccccc21,-7,7,i,22*,-7,-3,i,i,i,i,3.0
Cc1nnc(SCC(=O)NC2CCS(=O)(=O)C2)n1-c1ccccc1 (stereo unspecified),-31,-15,i,i,7,-1,i,i,i,i,-0.1
COc1cc(/C=N/NC(=O)C2(O)c3ccccc3-c3ccccc32)ccc1O,-12,-2,i,i,-10,-6,i,i,i,i,0.2

# An excerpt from above, reduced to HIF activator:
structure	HIF activator
COc1ccc(N2CCN(C3CCCN(C(=O)CN4CCCCC4=O)C3)CC2)cc1 (stereo unspecified)	0.0
CCOC(=O)C1=C(COC(=O)/C=C/c2ccccc2F)NC(=O)NC1C (stereo unspecified)	-0.2

# Sorted by value in aSyn UTR inh (smallest number first): 6 of the compounds above.
structure,aSyn UTR inh
Cc1ccc(NC(=S)NNC(=O)Cn2nc(C(F)F)cc2C(F)F)cc1,-25
COc1cc(/C=N/NC(=O)C2(O)c3ccccc3-c3ccccc32)ccc1O,-10
NC(=O)NC(=O)COC(=O)CN1C(=O)C2CCCCC2C1=O (stereo unspecified),-4
O=C(Cc1ccccc1)Nc1ccc2oc(=O)ccc2c1,-2
O=C(N/N=C/c1cccnc1)c1ccco1,-1
OCCN1CCOCCN(CCO)CCOCC1,7

# Single records, as listed above. Values in the order: KLF5 inh | SKKanGAS inh | TRPC4 agonist | TRPC4 PAM | aSyn UTR inh | IEC-6 cytotox | TRPC4 block | TRPC6 inhibitor | TRPC6 act | MrgX1 antagonist | HIF activator
# CC(=O)N1CCN(C(=O)c2ccc(NS(=O)(=O)c3ccc4[nH]c(=O)[nH]c4c3)cc2)CC1 is listed with . | 1 | i | i | -9 | . | i | i | i | i | -0.1
# O=C(NCCc1ccccc1)C(=O)NC1CCCCC1 is listed with -26 | 0 | i | i | -105 | -5 | i | i | i | i | 0.4

# The list continues:
SMILES,KLF5 inh,SKKanGAS inh,TRPC4 agonist,TRPC4 PAM,aSyn UTR inh,IEC-6 cytotox,TRPC4 block,TRPC6 inhibitor,TRPC6 act,MrgX1 antagonist,HIF activator
Cc1ccc(CCNC(=O)CCn2ccc3cc(S(=O)(=O)N4CCCC4)ccc32)cc1,-17,-8,i,i,-1,-5,i,i,i,i,-0.5
CCCCC(=O)Nc1ccc(C(=O)NNC(=O)c2ccc(C)c(Br)c2)cc1,-23,2,i,i,2,-11,i,i,i,i,-0.6
COC(=O)C(C)N(C(=O)c1ccc(Cl)cc1)c1c(C)cccc1C (stereo unspecified),-19,0,i,i,-2,2,i,i,i,i,0.2
COc1ccc(CC2(CO)CCN(Cc3cccc4nccnc34)CC2)cc1,6,-17,i,i,9,1,i,i,i,i,-0.3
CC(=O)c1sc(-c2ccccc2)cc1N,-10,-2,i,i,-63,-1,i,i,i,i,0.2
CCCCNc1nnc(SCC(=O)N2CCN(S(=O)(=O)c3ccc4ccccc4c3)CC2)s1,-23,18,i,i,39,-1,i,i,i,i,-0.5
Cc1ccc(S(=O)(=O)/N=C(/Nc2ccc(F)cc2F)c2ccccc2)cc1,-4,-3,i,i,5,-1,i,i,i,i,-0.3
CCOC(=O)c1c(NC(=O)c2ccc(S(=O)(=O)N3CCOCC3)cc2)sc2c1CCN(C)C2,-14,3,i,i,.,2,i,i,i,i,.
Fc1ccc(F)c(CNc2ncnc3cc(Cl)ccc23)c1,4,14,i,i,24,10,i,i,i,i,-0.2
Cc1cc(NC(=O)CC(C)C)c(=O)n(Cc2ccccc2F)c1,-10,-3,i,i,4,2,i,i,i,i,-0.2
O=C(CSc1ccsc1[N+](=O)[O-])NCCc1ccccc1,4,1,i,i,-30,1,i,i,i,i,0.4
COC(=O)Cc1c(C)c2cc(Cl)c(OC(=O)c3ccco3)cc2oc1=O,-1,-1,i,i,5,1,i,i,i,i,-1.2
O=C1CCC(/C=C/c2ccccc2)=NN1Cc1ccccc1Cl,-36,-16,i,i,1,2,i,i,i,i,-0.6
NC(=O)C1CC(=O)N(c2ccc(OCc3ccc(Cl)cc3Cl)cc2)C1 (stereo unspecified),-7,3,i,i,-18,1,i,i,i,i,1.2
COc1ccc(C2c3ccc(O)cc3Oc3ncn(CCCO)c(=N)c32)cc1OC (stereo unspecified),-12,0,i,i,-15,-11,i,i,i,i,0.0
Cc1cccc(N2CCN(C(=O)n3ccnc3)CC2)c1C,0,-1,i,i,-13,9,i,i,i,i,0.5
CCCCCCCCCCC[C@@H](C[C@@H]1OC(=O)[C@H]1CCCCCC)OC(=O)[C@H](CC(C)C)NC=O,-8,10,i,i,12,0,i,i,i,i,0.2
N#CC1=C(N)C(C#N)(C#N)C(c2cccnc2)C2COCC=C12 (stereo unspecified),-12,-2,i,i,1,-7,i,i,i,i,-0.3
COC(=O)c1cc(C(=O)OCC(=O)NC2CCS(=O)(=O)C2)cc([N+](=O)[O-])c1 (stereo unspecified),-8,-5,i,i,19,-1,i,i,i,i,-0.1
COc1ccc(-c2csc(NC(=O)COc3ccc(N(C)S(=O)(=O)c4ccc(C)cc4)cc3)n2)cc1,-9,15,i,i,-48,-7,i,i,i,i,0.7
Cc1cccc(N=C/C(C(=O)C(F)(F)F)=C(\O)c2ccco2)c1,-5,-6,i,i,-167,-1,i,i,i,i,1.4
COc1ccc(CC(=O)N/N=C(\C)CC(=O)Nc2ccc(N(C)C)cc2)cc1,4,-4,i,i,11,0,i,i,i,i,1.2
CCOC(=O)c1cnc2c(Cl)c(Cl)ccc2c1N1CCN(C)CC1,-8,4,i,i,12,5,i,i,i,i,-0.6

# Hits appear at their usual frequency (roughly 5.8% active in at least one column).
